EphB4 ephrin blk = antagonists of human EphB4-ephrin-B2 interaction. inhibition, % at 7 µM. EphB4 LBD / TNYL-RAW-Alexa532 peptide, fluorescence polarization. P54760. 0.15% of 97,000 active;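 active = inhibition above the screen-wide mean inhibition plus 3 SD, cut at about 15% in these data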;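 also: 0% = DMSO wells and 100% = excess unlabeled TNYL-RAW peptide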
PLAP activator = human PLAP activation; P05187; purified PLAP enzyme, luminescent substrate read-out; hits give high values; activation fold at 20 µM; 1.2% of 96,000 active; AID 696; in the data active = activation fold above about 2
Target sequence (P05187 whole entry, looked up): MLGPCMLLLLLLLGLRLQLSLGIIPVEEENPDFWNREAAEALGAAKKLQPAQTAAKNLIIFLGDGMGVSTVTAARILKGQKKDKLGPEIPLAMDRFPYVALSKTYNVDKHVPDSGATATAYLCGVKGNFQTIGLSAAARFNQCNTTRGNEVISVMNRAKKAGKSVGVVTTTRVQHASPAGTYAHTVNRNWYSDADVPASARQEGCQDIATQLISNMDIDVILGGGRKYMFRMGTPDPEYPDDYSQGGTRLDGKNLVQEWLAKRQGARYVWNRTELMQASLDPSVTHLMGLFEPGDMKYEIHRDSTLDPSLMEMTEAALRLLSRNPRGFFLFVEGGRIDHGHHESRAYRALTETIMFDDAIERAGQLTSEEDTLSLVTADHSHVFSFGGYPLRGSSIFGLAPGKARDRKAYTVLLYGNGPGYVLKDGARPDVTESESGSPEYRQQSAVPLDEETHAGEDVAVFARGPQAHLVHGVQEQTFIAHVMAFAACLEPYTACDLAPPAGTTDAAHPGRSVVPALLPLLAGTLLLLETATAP
PLK1 PBD inh = inhibitors of human Plk1 polo box domain binding; P53350; Plk1 PBD phosphopeptide binding, fluorescence polarization; inhibition, %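 (tested at about 20 µM)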; 0.13% of 97,000 active; in the data active = inhibition above about 34%, passing the limit was not always enough
CYP2C19 act = increases human CYP2C19 enzyme activity. recombinant CYP2C19, luciferin-H EGE luminescence; hits give high values; 0 = fully inhibited enzyme, 1 = untreated enzyme. activation factor at 5 µM. 96,000 tested, under 10 active;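 active = activation factor of at least 2 at 5 µM in the primary screen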;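 also: 0 = wells with 2.5 mM tranylcypromine and 1 = vehicle-only wells; values of inactives mirror those of a sister screen read the other way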
Target sequence (P33261 whole entry, looked up): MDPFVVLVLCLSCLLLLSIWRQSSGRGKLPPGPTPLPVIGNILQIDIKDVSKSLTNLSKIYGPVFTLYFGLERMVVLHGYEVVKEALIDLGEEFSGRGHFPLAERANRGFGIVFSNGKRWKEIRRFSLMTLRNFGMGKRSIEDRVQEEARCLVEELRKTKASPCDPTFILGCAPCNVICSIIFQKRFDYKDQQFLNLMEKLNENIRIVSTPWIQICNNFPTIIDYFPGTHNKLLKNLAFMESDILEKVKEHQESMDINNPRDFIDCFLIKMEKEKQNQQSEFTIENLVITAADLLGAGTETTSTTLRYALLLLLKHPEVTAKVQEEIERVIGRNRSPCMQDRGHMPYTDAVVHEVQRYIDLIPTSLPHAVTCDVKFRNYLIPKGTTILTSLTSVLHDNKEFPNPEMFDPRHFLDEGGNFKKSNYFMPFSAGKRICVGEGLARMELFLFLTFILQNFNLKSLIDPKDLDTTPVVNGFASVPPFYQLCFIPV
CYP2C9 activ = CYP2C9 (human) activation; P11712; recombinant CYP2C9, luciferin-H conversion, luminescence; hits give high values; factor 1 = untreated enzyme, 0 = blocked; activation factor at 5 µM; 1.4% of 96,000 active; AID 1024;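 active = activation factor of 2 or more for CYP2C9 at a 5 µM dose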;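 also: 0 = sulfaphenazole-blocked wells and 1 = vehicle-only wells; values of inactives mirror those of a sister screen read the other way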
CYP2C19 inh = human CYP2C19 inhibition. P33261. CYP2C19 Supersomes, luciferin-H EGE luminescence, 30 min. inhibition, % at 5 µM. 21% of 96,000 active. AID 778;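 active = CYP2C19 inhibition above a set limit at 5 µM in the primary screen, cut at about 50% in these data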;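 also: plate controls were negative control wells for no effect and 2.5 mM tranylcypromine positive control for full effect; values of inactives mirror those of a sister screen read the other way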
CYP2C9 inh = human CYP2C9 inhibition. CYP2C9 Supersomes, luciferin-H conversion, luminescence. 20% of 96,000 active. P11712. inhibition, % at 5 µM;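 active = blocking of liver enzyme CYP2C9 beyond about 50% at 5 µM, limit read from the data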; also: values of inactives mirror those of a sister screen read the other way
PLK1 kinase inh = PLK1 (human) kinase inhibition. P53350. recombinant PLK1 kinase, TR-FRET peptide phosphorylation. inhibition, % at 10 µM. 0.53% of 97,000 active;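 active = inhibition of 50% or more in the single-concentration screen; inactive = inhibition below 50%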;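 also: 0% = DMSO max control and 100% = H-89 dihydrochloride min control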
Rev-RRE block = HIV Rev-RRE protein-RNA interaction inhibition; Rev peptide-RRE RNA binding, FRET; inhibition, % at 8 µM; AID 704; P05866; 0.79% of 97,000 active;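 active = inhibition above the screen-wide mean plus 3 SD, cut at about 35% in these data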;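 also: 0% = median DMSO wells and 100% = median Neomycin B control wells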
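Test system: Cy5-tagged RRE RNA duplex with fluorescein-tagged Rev peptide; Probe or stimulus: labelled Rev peptide; Schedule: 5 min preincubation and 15 min binding, 25 °C; Signal: FRET fluorescence readout; Evaluation: % inhibition from 671/540 nm acceptor-to-donor ratio, scaled between controls; Control set: DMSO and neomycin B.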
* = called active by the depositor; nt = not tested or not shown.

SMILES	EphB4 ephrin blk	PLAP activator	PLK1 PBD inh	CYP2C19 act	CYP2C9 activ	CYP2C19 inh	CYP2C9 inh	PLK1 kinase inh	Rev-RRE block
O=C(NCC1CCCO1)c1ccc(Cl)c(F)c1F (stereo unspecified)	-4	0.9	-25	0.7	1	26	3	-10	6
O=C(NC1CCS(=O)(=O)C1)OC1CCCCC1 (stereo unspecified)	-3	nt	-6	nt	nt	nt	nt	-5	6
Cc1cccc(NC(=O)Cn2cnc3ccccc3c2=O)c1C	1	0.9	16	0.9	0.9	8	10	2	4
c1ccc(Nc2nc(-c3cccs3)cs2)nc1	2	nt	-7	nt	nt	nt	nt	-9	2
COc1cccc(C2CC(c3ccc(C)cc3)n3nc(N)nc3N2)c1 (stereo unspecified)	nt	1.3	nt	0.8	1	16	-1	nt	nt
O=C(NCCC1=CCCCC1)C1CCCN(c2nc3ccccc3o2)C1 (stereo unspecified)	-1	1.2	-21	0.6	0.5	45	51*	2	9
CC1CCN(C(=O)Cn2cc3c(n2)CCCC3)CC1	0	1	-20	0.4	0.9	55*	15	-8	5
O=C(CS(=O)(=O)c1cn(Cc2cccc(F)c2)c2ccccc12)N1CCCCC1	8	nt	-3	nt	nt	nt	nt	-4	9
CCOC(=O)c1sc2nc3c(cc2c1N)COC(C)(C)C3	1	nt	-16	nt	nt	nt	nt	-9	2
CCCc1[nH]nc2c1C(c1ccc(OC)c(Cn3nc(C)c(Br)c3C)c1)C(C#N)=C(N)O2 (stereo unspecified)	-1	1.7	-27	0.9	0.9	8	12	-14	6
CCSc1oc(-c2ccco2)nc1S(=O)(=O)c1ccc(F)cc1	nt	0.9	nt	0.6	1.5	39	-54	nt	nt
CCC(c1nnnn1CCC(C)C)N1CCC(C(N)=O)CC1 (stereo unspecified)	-2	1	17	1.2	1.1	-18	-7	-18	4
CCn1cc(C(=O)N2CCOCC2)c(=O)c2cc(S(=O)(=O)N(C)C3CCCCC3)ccc21	nt	1.4	nt	1.2	1.1	-23	-7	nt	nt
O=C(O)CCCC(=O)Nc1ccc(C(=O)NCc2cccnc2)cc1	-3	0.9	2	1	1.1	2	-7	-15	12
Cc1noc(COc2ccccc2OCc2onc(C)c2Cl)c1Cl	5	nt	-11	nt	nt	nt	nt	-10	13

Given with values under each structure: 3 of the compounds above.
Values run as follows: EphB4 ephrin blk, PLAP activator, PLK1 PBD inh, CYP2C19 act, CYP2C9 activ, CYP2C19 inh, CYP2C9 inh, PLK1 kinase inh, Rev-RRE block
O=C(CS(=O)(=O)c1cn(Cc2cccc(F)c2)c2ccccc12)N1CCCCC1
→ 8, nt, -3, nt, nt, nt, nt, -4, 9
CCOC(=O)c1sc2nc3c(cc2c1N)COC(C)(C)C3
→ 1, nt, -16, nt, nt, nt, nt, -9, 2
CCCc1[nH]nc2c1C(c1ccc(OC)c(Cn3nc(C)c(Br)c3C)c1)C(C#N)=C(N)O2 (stereo unspecified)
→ -1, 1.7, -27, 0.9, 0.9, 8, 12, -14, 6

Further structures.
SMILES	EphB4 ephrin blk	PLAP activator	PLK1 PBD inh	CYP2C19 act	CYP2C9 activ	CYP2C19 inh	CYP2C9 inh	PLK1 kinase inh	Rev-RRE block
O=C(NCc1ccc2c(c1)OCO2)c1cccc([N+](=O)[O-])c1	6	0.7	8	0.1	0.8	89*	25	-14	5
CS(=O)(=O)N(CCc1ccccc1)CC(=O)N1CCc2ccccc2C1	-4	1.5	3	0.3	0.5	68*	54*	-10	5
CC(=O)Nc1ccc(-c2nc3c(C)cccc3[nH]2)cc1	1	0.9	-3	0.8	0.9	15	8	-17	7
O=C1C2C3C=CC(C3)C2C(=O)N1c1cccc2cccnc12 (stereo unspecified)	-4	0.8	1	1	0.9	0	10	1	2
O=S(=O)(NC1CCc2ccccc21)c1ccc(S(=O)(=O)N2CCCC2)cc1 (stereo unspecified)	nt	1.1	nt	1.2	1.1	-16	-6	nt	nt
COC(=O)Cc1c(C)nc2nc(-c3ccc(OC)cc3)[nH]n2c1=O	-8	1.1	-10	0.9	1	12	0	-6	5
COc1ccc(C(=O)NCC2OCCc3ccccc32)c(O)c1 (stereo unspecified)	-5	0.9	22	0.1	0.5	90*	51*	-7	5
O=C(Nc1ccon1)c1ccc2c(c1)OCO2	-1	1.2	-13	1	1.1	1	-13	-6	3
COc1ccccc1N(C)S(=O)(=O)c1ccc(C(=O)N2CCC(C(N)=O)CC2)cc1	3	1.7	-2	0.9	0.5	9	54*	-16	8
O=C(Nc1nc(-c2ccncc2)cs1)c1ccc(S(=O)(=O)N2CCOCC2)cc1	1	1.1	-10	1.1	1.1	-12	-7	-7	4
COc1ccc(Cl)cc1N1C(=O)[C@@H]2C(c3cccc(OC)c3OC)=NO[C@@H]2C1=O	-8	1.2	30	0.9	0.8	12	18	-7	5
CCC(C)(C)n1nnnc1C(c1cc2cc(OC)c(OC)cc2[nH]c1=O)N1CCc2ccccc21 (stereo unspecified)	-4	1.7	1	0.5	0.2	46	77*	-3	-5
CC(C)CC(C(=O)Nc1ccc2c(c1)OCCO2)N1C(=O)c2ccccc2C1=O (stereo unspecified)	3	0.9	8	1.1	1	-12	4	-11	0
O=S(=O)(Nc1nc2ccccc2nc1N1CCN(c2ccccn2)CC1)c1ccc(Cl)cc1	4	1.5	5	0.7	0	34	100*	-11	36*
COc1cccc(C2NC(=O)NC(C)=C2C(=O)Nc2ccc(C)cc2)c1OC (stereo unspecified)	4	1	-26	1	1	0	-2	2	1
CN(C)c1ccc(NC(=O)Nc2ccc3snnc3c2)cc1	-1	0.9	25	0.9	1	5	4	-12	-1
Cc1cc(C)c(NC(=O)Cn2nnc(C(=O)NCc3cccs3)c2N)c(C)c1	1	1	14	1.1	0.9	-9	9	12	13
NNC(=O)CN1C(c2cccc(Cl)c2)=Nc2ccc(Br)cc2C1c1ccccc1 (stereo unspecified)	-1	1.2	-5	0.8	0.5	15	47	-13	7
N#C/C(=C\c1c(N2CCOCC2)nc2ccccn2c1=O)S(=O)(=O)c1ccccc1	6	1	2	0.8	0.7	15	32	-12	14
N#Cc1ccccc1OCC(=O)Nc1c(C(=O)C2CC2)oc2ccccc12	-1	0.9	26	0.8	0.6	23	38	-13	0
CCc1nnc(NC(=O)CSc2ncnc3scc(-c4ccc(C)cc4)c23)s1	-2	1	1	1	0.9	2	10	-13	-2
CN(C)S(=O)(=O)c1ccc(C(=O)Nc2ccc(OCC(=O)N3CCOCC3)cc2)cc1	-6	1	-14	1.1	1.1	-11	-10	-11	2
COc1cc(C(=O)NCCc2ccc(S(N)(=O)=O)cc2)cc(OC)c1OC	-8	1	-26	1.1	1.1	-12	-12	-10	0
COc1ccc(CCNC(=O)CCn2cccc2)cc1OC	-4	0.9	8	0.6	0.8	37	20	-9	0
COc1cc(C)c(Cl)c(C)c1S(=O)(=O)NCc1ccc2c(c1)OCO2	2	1	6	0.8	1.4	25	-36	-11	11
CCC(=O)Nc1cccc(NC(=O)CSc2nnnn2C2CCCC2)c1	-3	1	3	0.6	0.8	36	16	-11	-1
CCNC(=O)NC(=O)C(C)Oc1ccc(C(=O)OC)cc1 (stereo unspecified)	-7	0.8	-24	0.8	0.9	16	11	1	2
CCOC(=O)c1sc(NC(=O)C2C3C=CC(C3)C2C(=O)O)nc1C (stereo unspecified)	5	1.1	-4	1	0.6	5	44	-22	8
C/C(=C\c1ccco1)C1C(C#N)=C(N)Oc2n[nH]c(-c3ccc(C)cc3)c21 (stereo unspecified)	2	0.9	14	0.9	0.9	6	7	-10	7
COC(=O)CN(c1cccc(OC)c1)S(C)(=O)=O	12	1	-15	0.8	0.9	22	11	-1	14
Nc1[nH]n2c(=O)c3c(nc2c1N=Nc1ccccc1)CCCC3	0	1.2	-15	0.9	0.7	5	34	-9	3
CCOC(=O)C1CCCN(CC(=O)NC2=Nc3ccccc3N=C(C)C2c2ccccc2)C1 (stereo unspecified)	0	1.6	-3	0.1	0.1	90*	91*	-2	-4
Cn1cccc1C(=O)NC(=O)COC(=O)c1ccc(O)cc1	-1	1	-6	1	4.1*	4	-313	-4	3
CCOc1ccc(N2CC(C(=O)N3CCc4ccccc4C3)CC2=O)cc1 (stereo unspecified)	-8	1.2	-31	1.1	0.5	-6	47	-8	2
COCCN(C(=O)Cn1nnc2ccccc21)C(C(=O)NC1CCCCC1)c1ccc(OC)cc1OC (stereo unspecified)	8	nt	-6	nt	nt	nt	nt	-9	5
Cc1nnc(SCCc2ccccc2)[nH]c1=O	-3	1	15	0.8	0.4	20	56*	-6	8
CCOC(=O)CC1=CSC2=NS(=O)(=O)CCN12	-3	0.9	-3	1.1	1.1	-10	-7	-10	7
COc1ccc(-n2nc(C(=O)c3cccs3)cc(-c3nc4ccccc4[nH]3)c2=N)cc1	3	nt	8	nt	nt	nt	nt	-7	12
O=C(NCC(c1cccnc1)N1CCN(c2ccc(F)cc2)CC1)OCc1ccccc1 (stereo unspecified)	3	1.6	-16	0.1	0.2	85*	82*	-8	12
COc1ccc(CNC(=O)CN(Cc2ccccc2)S(=O)(=O)c2ccc(Cl)cc2)cc1	1	1.4	-21	0	0	100*	96*	-9	13
CCCCOc1ccc(N2C(=O)CC(NCCc3ccc(S(N)(=O)=O)cc3)C2=O)cc1 (stereo unspecified)	0	2.1*	-24	1	0.6	-1	45	0	3
O=C(NCC1CCCO1)c1ccc(CS(=O)(=O)c2ccc(Cl)cc2)o1 (stereo unspecified)	3	0.8	0	0.9	0.8	14	25	-7	9
Cc1nc(SCC(=O)Nc2ccc(N3CCOCC3)cc2)nc(C)c1C	-2	1.1	-24	1	0.9	4	6	0	-6
CCCNCc1cc(OC)c(OCCC)cc1Cl	5	nt	8	nt	nt	nt	nt	-8	9
COC(=O)Cc1ccc(NC(=S)NCCCO)cc1	9	1.2	3	0.9	0.9	9	13	-1	9
Cc1ccc(-c2csc(NC(=O)c3cccc(S(=O)(=O)N4CCN(C)CC4)c3)n2)cc1	nt	0.9	nt	0	0.9	97*	6	nt	nt
O=C(NCC1CCCO1)C1CCCN(c2ncccn2)C1 (stereo unspecified)	nt	1	nt	0.8	1.1	17	-5	nt	nt
COC(=O)C1=NN(C(=O)c2ccc(C)cc2)C(O)(c2ccc(Cl)cc2)C1 (stereo unspecified)	0	1.5	5	0.8	0.6	21	35	-27	7
CSc1nc(C)c2cc(C)oc2n1	nt	1.1	nt	1.1	1.2	-14	-19	nt	nt
COC(=O)c1ccc(NC(=O)Nc2ccc(F)c(Cl)c2)cc1	3	1	1	0.9	0.8	6	18	-16	15
COc1ccc(-c2cc(C(=O)O)c(C)o2)cc1OC	4	1	-25	0.8	1	24	1	-6	8
Cc1ccccc1NC(=O)C1CCCN1C(=O)NC1CCCCC1 (stereo unspecified)	-3	1.2	-19	1.1	1.1	-9	-10	-2	5
Cc1cc(=O)[nH]c2c1c(C)nn2-c1ccccc1	nt	0.9	nt	1	0.9	3	6	nt	nt
COc1cc(OC)cc(-n2nc(C(=O)N3CC(C)CC(C)C3)c3ccccc3c2=O)c1 (stereo unspecified)	6	nt	20	nt	nt	nt	nt	-2	12
COc1ccccc1S(=O)(=O)Cc1ccc(C(=O)NCCN2CCCCCC2)o1	nt	1.2	nt	1.2	1.1	-17	-7	nt	nt
CCCCCCn1c(SCC(C)C)nc2c1c(=O)[nH]c(=O)n2C	-1	1.1	19	0.6	0.4	35	57*	8	12
CCCCOc1ccc(-c2ncc(Cl)cn2)cc1	-3	1	6	0.9	0.7	7	29	-27	9
O=C(O)CCN1C(=O)c2ccc(NC(=O)c3cccs3)cc2C1=O	-1	0.9	18	0.9	1	7	-2	-13	8
CSc1cccc(NC(=O)Nc2ccccc2)c1	2	1	6	0.6	0.7	44	28	0	0

High-throughput results deposited in PubChem by several laboratories.
